Source: PubChem BioAssay (several laboratories)
MITF TRPM1 HTS – MITF TRPM1 promoter activation in melanoma cells | activation, % at 12.5 µM | actives 0.75% (n = 300,000) | AID 588334 | SK-MEL-5 TRPM1-promoter luciferase, 24 h; % of positive control, neutral wells = 0;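 active = mean activation of at least 80% with every replicate also reaching 80%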;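 also: 0% = neutral control wells and 100% = parthenolide positive control wells; values of inactives mirror those of a sister screen read the other way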
Tat transport – blocks Tat-dependent protein export in E. coli; inhibition, % at 10 µM; actives 0.036% (n = 340,000); E. coli MC4100 TorA-mCherry Tat export, fluorescence;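 active = mean replicate inhibition at least 50% and at least half of replicates individually reaching 50%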;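 also: exported cargo escapes ClpAP degradation while cytoplasmic cargo is degraded and loses fluorescence; 0% = median of neutral control wells and 100% = median of NaSCN control wells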
cardiac RTF act – cardiac RTF calcium sensitization | P19429+P45379 | IANBD-labeled TnC RTF fluorescence at EC20 calcium; 0% EC20 calcium, 100% full calcium | activation, % at 7.2 µM | actives 0.24% (n = 340,000) | AID 493008;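 active = activation above the mean over all tested compounds plus 3 SD, cut at about 30% in these data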;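 also: rise in fluorescence read as greater calcium sensitivity of cardiac thin filaments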
CDK5 p35 inh – inhibitors of human CDK5/p35 kinase; Q00535+Q15078; Recombinant CDK5/p35, ADP-Glo luminescence, 60 min; inhibition, % at 10 µM; actives 0.01% (n = 330,000);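 active = highest replicate inhibition of at least 50% and at least 75% of replicates reaching 50%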;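 also: plate controls were DMSO neutral control for no effect and GW8510 at 10 µM for full effect; many of its hits are not listed in these tables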
Target sequence (Q00535 whole entry, looked up): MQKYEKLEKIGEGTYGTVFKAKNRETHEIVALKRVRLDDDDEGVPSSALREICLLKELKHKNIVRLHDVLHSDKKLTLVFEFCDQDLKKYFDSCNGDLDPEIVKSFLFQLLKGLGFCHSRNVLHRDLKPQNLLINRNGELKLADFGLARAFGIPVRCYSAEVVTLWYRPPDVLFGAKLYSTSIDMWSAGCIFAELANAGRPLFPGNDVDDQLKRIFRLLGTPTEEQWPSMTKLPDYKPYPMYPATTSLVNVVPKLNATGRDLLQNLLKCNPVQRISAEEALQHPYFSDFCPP
Target sequence (Q15078 whole entry, looked up): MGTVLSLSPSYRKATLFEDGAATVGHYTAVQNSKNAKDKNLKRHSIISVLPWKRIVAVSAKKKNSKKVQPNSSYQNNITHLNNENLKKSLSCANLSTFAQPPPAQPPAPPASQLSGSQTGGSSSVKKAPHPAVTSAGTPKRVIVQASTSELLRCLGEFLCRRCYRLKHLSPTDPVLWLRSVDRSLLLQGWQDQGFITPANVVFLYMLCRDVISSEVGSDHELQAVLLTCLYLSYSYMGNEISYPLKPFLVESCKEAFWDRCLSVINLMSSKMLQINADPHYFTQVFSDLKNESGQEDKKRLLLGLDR
V-ATPase pH – regulators of yeast V-ATPase proton transport; response, % at 10 µM; actives 0.37% (n = 350,000); S. cerevisiae, pHLuorin cytosolic pH fluorescence; in the data active = response mostly above about 7.3%, no sharp cut-off; inactive = mostly below about 5.4%; also: actives read high; inactives centre near 0; some compounds called inactive have numbers as strong as hits; reference of the scale not given here
Wnt bcat act – activates Wnt/beta-catenin signaling in a reporter cell assay | activator, plate reader | activation, % at 9.35 µM | actives 1.2% (n = 300,000); in the data active = activation above about 30%, passing the limit was not always enough;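 also: 0% = neutral control wells and 100% = positive control wells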
CAL PDZ FP-1 – blocks peptide binding to human CAL PDZ domain. inhibition, % at 20 µM. Q9HD26. AID 504414. purified CAL PDZ, TMR-peptide fluorescence polarization, 1 h. actives 0.02% (n = 330,000);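 active = highest replicate inhibition of at least 40%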;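 also: plate controls were DMSO neutral control wells for no effect and unlabeled competitor peptide control wells for full effect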
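System: tagged CAL PDZ domain. Schedule: 1 h room-temperature incubation prior to read. Signal: fluorescence polarization (mP). Measure: percent inhibition from loss of millipolarization.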
CAL PDZ FP-2 – blocks peptide binding to the human CAL PDZ domain | purified CAL PDZ, TMR-peptide fluorescence polarization, 1 h | inhibition, % at 24.9 µM | actives 0.92% (n = 300,000) | AID 602252;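 active = mean inhibition of at least 30% with at least half of replicates also reaching 30%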;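 also: 0% = DMSO neutral control and 100% = excess unlabeled competitor peptide PRC23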
Rtt109 Vps75 – blocks Candida albicans Rtt109/Vps75 acetyltransferase activity; inhibition, % at 34.9 µM; Q5AAJ8; actives 0.16% (n = 330,000); purified Rtt109/Vps75, ThioGlo CoA-SH fluorescence, 4 h;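 active = inhibition of at least 50% in every replicate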
dFosB activator – mouse delta FosB homodimer activation; P13346; actives 0.99% (n = 340,000); activation, % at 25 µM; purified delta FosB, TAMRA-CDK5 oligo fluorescence polarization; percent of positive-control signal above neutral wells;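 active = mean activation above about 17%, with every replicate also reaching it, limit read from the data, passing the limit was not always enough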;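 also: fluorescence polarization rise as delta FosB binds a TAMRA Cdk5 AP-1 oligo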
Target sequence (P13346 whole entry, looked up): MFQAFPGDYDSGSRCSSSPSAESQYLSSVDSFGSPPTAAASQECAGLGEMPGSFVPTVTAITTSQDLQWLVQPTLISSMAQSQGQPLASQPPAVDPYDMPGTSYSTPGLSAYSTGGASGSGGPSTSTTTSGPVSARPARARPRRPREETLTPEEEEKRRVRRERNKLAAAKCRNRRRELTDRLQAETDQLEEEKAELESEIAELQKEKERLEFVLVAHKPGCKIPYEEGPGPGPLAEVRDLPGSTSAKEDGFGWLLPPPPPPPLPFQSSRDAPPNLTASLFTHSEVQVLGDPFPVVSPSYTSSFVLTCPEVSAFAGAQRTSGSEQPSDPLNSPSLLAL
* marks the source's active call; other numbers are inactive results; i = inactive; x = no result given; + = active, no number.

SMILES	MITF TRPM1 HTS	Tat transport	cardiac RTF act	CDK5 p35 inh	V-ATPase pH	Wnt bcat act	CAL PDZ FP-1	CAL PDZ FP-2	Rtt109 Vps75	dFosB activator
O=C(/C=C/c1ccccc1)C1C(=O)c2ccccc2C1=O	-5	-3	0	0.1	2	-1	-4.0	-10	-3	-1
CCOC(=O)C1=C(c2ccccc2)Nc2ncnn2C1c1cc(OC)ccc1OC (configuration not stated)	-8	-3	1	-2.1	2	x	-0.2	-1	7	-1
O=C(CN1CCOCC1)Nc1ccc2c(c1)OC(F)(F)O2	-2	-17	1	-0.9	0	0	0.9	-2	x	-6
CCN(CC)CCSc1nnc2c3cc(F)ccc3n(Cc3ccccc3)c2n1	0	-5	-1	-0.2	-5	-5	-4.6	-3	-1	-3
Cc1cc(=O)oc2c(CN3CCN(C)CC3)c(O)c(Cl)cc12	-7	-7	-9	-0.9	0	x	0.0	6	i	1
CC(NCCc1ccc(S(N)(=O)=O)cc1)C(=O)NCCc1ccc(F)cc1 (configuration not stated)	6	-13	0	-0.6	1	0	1.2	6	10	0
Cc1ccc(F)c(CNC(=O)C2CCC(=O)N(Cc3ccccn3)C2)c1F (configuration not stated)	7	3	-3	-2.2	-3	3	-0.3	-4	-3	1
COc1cccc(CSc2nnc(-c3ccncc3)n2C)c1	x	-2	-1	-0.4	-1	0	-0.1	40*	-3	2
CCn1cc(/C=N\NC(=O)c2ccc(F)cc2)cn1	3	5	-1	0.6	-1	0	-1.0	-5	4	-1
CCOC(=O)N1CCN(C(=O)Cn2nc(C)n3nc(-c4ccccc4)cc3c2=O)CC1	-3	0	-8	-0.2	7	1	-1.1	-4	9	-18
OC1CCCN(c2c3c(nc4cc(-c5cccc(Cl)c5)nn24)CCC3)C1 (configuration not stated)	9	-3	1	1.8	1	x	-0.2	-5	-1	-1
COc1cccc(N2CCN(C(=O)c3cc(-c4ccccc4)nc4c3cnn4C(C)C)CC2)c1	x	-1	2	1.1	-1	-2	-0.2	-3	17	-7
CCCn1c(Cc2ccccc2)nnc1SCC(=O)N1CCOCC1	-6	0	-6	-0.4	-1	-3	0.6	-4	1	-4
COc1ccc(C2(c3ccc(OC)cc3)NC(=O)N(CC(=O)N(C)C3CCC(C)CC3)C2=O)cc1 (configuration not stated)	-1	13	0	-1.1	2	-4	-1.6	-6	8	-7
O=C(C1CC1)N1CCc2sccc2C1c1ccc(Cl)cc1 (configuration not stated)	4	0	1	-0.3	1	14	1.0	-2	1	-5
O=C(O)[C@H]1CCCC[C@H]1C(=O)Nc1ccc(S(=O)(=O)N2CCCCC2)cc1	x	-16	6	-3.9	1	1	-1.7	0	-8	-2
COc1cc(/C=N\n2cnnc2)ccc1OCC(=O)Nc1ccc(C)cc1	7	5	2	0.7	3	-3	-1.5	-2	-4	-4
Cc1ccc(S(=O)(=O)c2cc3ccccc3oc2=Nc2ccc3c(c2)OCO3)cc1	x	-7	4	-0.4	0	4	-2.5	-5	-3	-6
CCOc1ccc(NS(=O)(=O)c2ccc(C(=O)NCC(c3ccco3)N(C)C)cc2)cc1 (configuration not stated)	0	-6	-5	2.8	0	-2	-1.0	-3	1	-7
Cc1c(Cl)cccc1NC(=S)NNc1ncc(C(F)(F)F)cc1Cl	-16	7	0	0.3	0	3	x	2	18	-9
O=C(CCC(=O)OC(C(=O)c1ccccc1)c1ccccc1)Nc1ccccc1 (configuration not stated)	-4	-7	1	0.9	1	0	-0.3	22	-2	-2
O=C(Nc1ccccn1)c1cc2ccccc2cc1O	51	-12	-9	0.8	-3	x	0.9	-3	1	-1
O=C(c1ccnc(Cl)c1)N1CCCC(N2CCN(c3ccccc3F)CC2)C1 (configuration not stated)	2	3	-4	-0.1	-2	-2	-0.4	3	22	-4
O=C(c1cc(-c2ccc(O)cc2)on1)N1CCN(c2ccccc2)CC1	4	11	-5	0.8	-1	3	-0.8	-4	3	-6
O=C(Nc1nnc(CCc2ccccc2)s1)c1ccccc1F	-2	3	-5	1.7	0	6	-12	-7	-2	-7
O=C1NN(c2ccccc2)C(=O)/C1=C/c1coc2ccccc2c1=O	-5	-18	-1	-5.9	4	x	0.1	1	-21	5
O=C(NCC(c1ccco1)N1CCc2ccccc2C1)c1ccc(Cl)c([N+](=O)[O-])c1 (configuration not stated)	1	0	-14	-0.4	0	0	0.8	-3	8	2
COCCNC(=O)c1ccc(NS(=O)(=O)c2ccc3[nH]c(=O)[nH]c3c2)cc1	0	-4	-1	0.1	-3	0	-0.9	17	3	-3
CCN(CC(=O)Nc1ccccc1OC)C(=O)c1ccccc1Sc1ccccc1C#N	-12	2	1	-0.7	-1	0	-2.0	x	-7	-5
CCOC(=O)c1cnc(SC)nc1Sc1ccc(Cl)cc1Cl	11	-4	-5	0.3	-3	x	0.2	-7	19	-13
CCCOC(=O)CCCC[C@H]1SC[C@@H](NC(=O)OC)[C@H]1NC(=O)OC	-7	2	-1	1.6	-1	x	-1.1	-6	6	-12
Cn1ccnc1C(O)c1ccc(OCc2ccccc2)cc1 (configuration not stated)	43	-5	0	-0.2	1	x	0.3	-3	8	0
O=C(C[n+]1cn(C(F)F)c2ccccc21)c1ccc(OC(F)F)cc1	11	12	-3	1.2	-1	12	0.3	0	4	1
Cc1nc(-c2c(-c3ccc(O)cc3O)noc2C(F)(F)F)cs1	-2	-2	-7	-1.9	-2	x	-1.2	-3	-8	2
COc1ccccc1NC(=O)c1cc(C(=O)O)ccc1C(=O)O	x	-2	8	-0.6	-3	2	-1.8	-4	14	-4
CCOC(=O)c1c(NC(=O)CSc2nncs2)sc(C)c1C	10	-4	-4	0.7	4	x	-0.7	3	-7	0
COc1ccc(NC(=O)c2cc(-c3ccccc3O)n[nH]2)cc1Cl	2	-3	7	0.8	2	13	-0.8	-2	-6	25*
CC(C(=O)Nc1ccc2c(c1)OCCO2)n1nnc(-c2ccccc2)n1 (configuration not stated)	13	2	2	0.5	-4	-6	-1.4	-6	4	-3
COC(=O)[C@]1(Cc2ccccc2)N[C@H](CN(C)S(=O)(=O)c2ccc(OC)cc2)[C@@H]2C(=O)N(C)C(=O)[C@@H]21	-10	14	0	0.3	-1	-1	-0.3	2	-2	-8
C=CC12C=CC=CN1C(C(=O)OC)=C(C(=O)OC)C(C(=O)OC)=C2C(=O)OC (configuration not stated)	-14	-6	-5	x	1	x	-0.3	-1	2	-3
CCc1cccc(CC)c1NC(=S)NC(C)c1ccccc1 (configuration not stated)	4	-1	3	-0.6	-2	1	-3.0	-2	-4	-2
O=C(Nc1ccc2[nH]ncc2c1)c1ccccc1	-9	1	-5	-0.5	0	5	-0.3	-5	10	6
CCOc1ccc(C2/C(=C(\O)c3c(C)[nH]c(C(=O)OC)c3C)C(=O)C(=O)N2CCN(C)C)cc1 (configuration not stated)	-9	2	8	1.7	3	-1	-1.9	x	-1	-2
CCc1ccc2nc(N(CCCN(C)C)C(=O)c3ccc(S(=O)(=O)N4CCc5ccccc5C4)cc3)sc2c1	-39	-18	1	-1.2	6	-4	-1.2	-1	9	47*
CCn1cc(C(=O)N(CCCN2CCOCC2)Cc2ccco2)c(=O)c2ccc(C)nc21	x	-8	-3	1.4	1	-2	-1.2	-16	-2	2
O=C(c1ccc(S(=O)(=O)N2CCCCCC2)cc1)N1CCCC(C(F)(F)F)C1 (configuration not stated)	8	-2	3	-1.1	-1	2	-2.0	-1	-5	-12
Cc1ncc([N+](=O)[O-])n1CC(O)CCl (configuration not stated)	9	-4	9	-4.3	0	0	0.5	0	-8	2
CCCCCN=CC1=C(O)CC(c2ccccc2)CC1=O (configuration not stated)	-17	5	2	1.6	-1	-10	-0.2	2	-24	-4

Limited to cardiac RTF act, Wnt bcat act and dFosB activator, for some of the entries so far:
Structure	cardiac RTF act	Wnt bcat act	dFosB activator
Cc1ccc(S(=O)(=O)c2cc3ccccc3oc2=Nc2ccc3c(c2)OCO3)cc1	4	4	-6
CCOc1ccc(NS(=O)(=O)c2ccc(C(=O)NCC(c3ccco3)N(C)C)cc2)cc1 (configuration not stated)	-5	-2	-7
Cc1c(Cl)cccc1NC(=S)NNc1ncc(C(F)(F)F)cc1Cl	0	3	-9
O=C(CCC(=O)OC(C(=O)c1ccccc1)c1ccccc1)Nc1ccccc1 (configuration not stated)	1	0	-2

Further structures follow:
SMILES	MITF TRPM1 HTS	Tat transport	cardiac RTF act	CDK5 p35 inh	V-ATPase pH	Wnt bcat act	CAL PDZ FP-1	CAL PDZ FP-2	Rtt109 Vps75	dFosB activator
O=S(=O)(Cc1ccccc1Cl)N1CCCC1	11	-1	1	-0.8	-2	-1	0.1	-3	5	3
O=C(NNC(=O)C1CCN(Cc2cccc(F)c2)CC1)c1cccc(Cl)c1	-11	-8	-2	-0.3	3	-5	0.0	1	-3	7
CCCCN(C(=O)C1CC1)C1CCS(=O)(=O)C1 (configuration not stated)	-2	-9	-2	1.1	4	1	-0.9	x	-13	-7
CCOC(=O)c1c(NC(=S)Nc2ccccc2)sc2c1CCN(C)C2	0	-1	14	1.5	-2	-1	-8.8	-6	-6	-5
COc1ccccc1NC(=O)C1=C(C)NC(=O)NC1c1cccs1 (configuration not stated)	0	26	x	-9.6	-1	-3	-0.8	2	-4	-7
CC(=O)N/C(=N/c1nc(C)cc(C)n1)Nc1cccc(C)c1	0	-16	-6	0.8	1	-1	-1.4	-2	-9	-12
Cc1cc(C)cc(NS(=O)(=O)c2ccc3c(c2)c(=O)n(C)c(=O)n3C)c1	-60	9	10	-1.1	3	-6	-3.3	-2	x	-8
O=C1CC(SC(=Nc2ccccc2)Nc2ccccc2)C(=O)N1c1ccc(Cl)cc1 (configuration not stated)	1	-1	1	-0.8	0	x	-0.1	-3	20	3
NC(=O)CC(NC(=O)c1ccccc1)C(=O)O (configuration not stated)	0	5	1	1.8	-2	-1	0.5	6	3	3
O=c1cc[nH]c2cc(C(F)(F)F)ccc12	17	-14	0	0.7	0	-2	-1.2	-8	-6	0
CCOc1ccccc1/C=N/Nc1nc2c(N)ncnc2n1[C@H]1O[C@@H](CO)[C@H](O)[C@@H]1O	-7	4	-5	-0.1	-4	-2	0.2	x	-6	-2
CC1CCN(c2ccc3nnc(CCC(=O)N4CCN(c5ccc(F)cc5)CC4)n3n2)CC1	-18	-2	-2	0.7	-4	-1	-2.1	-6	10	-7
CN1C(=O)c2cccc3c(N)ccc(c23)C1=O	4	-3	+	1.5	1	2	1.1	0	-3	-10
c1ccc(-c2cncn2-c2ccccc2)cc1	20	-7	6	0.5	1	1	1.1	-2	2	-2
Cc1ccc(S(=O)(=O)Oc2ccc(C(c3c(C)[nH][nH]c3=O)c3c(C)[nH][nH]c3=O)cc2)cc1	1	-4	-8	-0.6	-1	-2	-1.2	2	31	-10
Cc1nc2nc[nH]n2c(=O)c1NS(=O)(=O)c1ccc([N+](=O)[O-])cc1	-9	0	-3	-0.5	1	-3	0.4	3	-11	2
CCn1c(C(C)NC(=O)c2cccc(C)c2)n[nH]c1=S (configuration not stated)	1	2	1	-0.1	-2	-4	-0.3	8	-1	4
NS(=O)(=O)c1ccc(CCNC(=O)C2CCCCN2S(=O)(=O)c2ccccc2)cc1 (configuration not stated)	-4	1	0	2.7	1	2	-1.1	-1	-3	-2
